Source: PubChem (National Center for Advancing Translational Sciences (NCATS))
PI4K2A block – PI4K2A (human) kinase inhibition; purified PI4K2A, ADP-Glo luminescence, 1 h; active compounds read low; activity change, negative = inhibition, % at 76.9 µM; hit rate 0.13% among 420,000; AID 1346378; in the data active means activity change below about -50%;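 further: -100% = wells without enzyme as full effect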
Target sequence (Q9BTU6 whole entry, looked up): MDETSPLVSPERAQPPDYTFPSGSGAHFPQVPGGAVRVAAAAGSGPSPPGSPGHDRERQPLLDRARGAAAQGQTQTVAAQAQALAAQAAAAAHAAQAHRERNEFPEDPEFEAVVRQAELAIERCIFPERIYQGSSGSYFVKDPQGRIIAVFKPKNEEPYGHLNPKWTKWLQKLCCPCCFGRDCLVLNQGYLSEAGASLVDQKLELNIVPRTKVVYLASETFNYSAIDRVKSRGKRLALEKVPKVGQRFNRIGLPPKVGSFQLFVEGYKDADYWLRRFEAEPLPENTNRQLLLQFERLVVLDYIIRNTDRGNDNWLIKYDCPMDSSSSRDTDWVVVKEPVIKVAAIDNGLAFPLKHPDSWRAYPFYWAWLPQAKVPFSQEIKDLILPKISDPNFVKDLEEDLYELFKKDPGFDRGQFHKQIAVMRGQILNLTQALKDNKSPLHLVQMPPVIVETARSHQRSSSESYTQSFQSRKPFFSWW
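Compounds are screened against recombinant PI4K2A using PI as substrate and ATP, the latter dispensed at 300 microM. Reactions run one hour at ambient temperature before ADP-Glo detection; full inhibition defined by wells lacking enzyme.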
GLS inhibitor – glutaminase GLS (human) inhibition | O94925 | GLS enzymatic activity, qHTS titration | Potency, µM (series often up to 45.5 µM), inactives show at the highest dose activity change, negative = inhibition, usual class: inhibitors | hit rate 0.21% among 410,000 | AID 624170; active means well fitted inhibition curve with a large enough effect; further: potency means the concentration at half of the fitted maximal effect
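Glutamate formation by hKGA was monitored fluorometrically using coupled glutamate oxidase, HRP and Amplex Red. Substrate was added as 1 mM L-glutamine solution; incubation was 30 min at RT after an initial read.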
* marks the source's active call; other numbers are inactive results. Unless noted, on the % scale 0 is the no-effect control and ±100 the full control effect. A portion of the library (hit frequency here may not be typical).

SMILES	PI4K2A block	GLS inhibitor
CCOC(=O)[C@]12CCCC=C1N(Cc1ccc(Cl)cc1Cl)C(=O)[C@H](CC(=O)NCc1cccs1)C2	4	9%
COc1ccc(C(c2nnnn2-c2ccc(OC)cc2)N2CCN(C/C=C/c3ccccc3)CC2)cc1 (stereo not drawn)	1	3%
NS(=O)(=O)c1ccc(NC(=S)Nc2ccc(S(=O)(=O)Nc3nccs3)cc2)cc1	2	-3%
CCOC(=O)C1(C)CCCN1C(=O)c1cc(F)ccc1C (stereo not drawn)	-2	1%
COCCNc1nc(NCCOc2ccccc2Cl)c2sc(-c3ccccc3)cc2n1	5	-9%
CC1(C(=O)Nc2cccc(C(F)(F)F)c2)Cc2c(-c3cccc(C(N)=O)c3)ccnc2O1 (stereo not drawn)	5	-1%
CN(C(=O)C1Cc2c(-c3ccc(Cl)cc3)ccnc2O1)c1ccccc1 (stereo not drawn)	-3	6%
CNc1cccc(-c2cc(OC)c(OC)c(OC)c2)n1	-6	18%
COc1cccc(C(N)c2nc(-c3cc(F)cc(F)c3)cs2)c1 (stereo not drawn)	-1	-1%
Cc1ccsc1C(=O)N1CCC1(C)C(=O)NS(=O)(=O)c1cccc(F)c1 (stereo not drawn)	2	-1%
CCCCC(=O)N(C)c1c(C)nc2ccc(C(=O)N3CCN(C(C)=O)CC3)cn12	8	-5%
Cc1cc(Br)cn2c(Cc3cccc(Cl)c3)c(-c3cccc(Cl)c3)nc12	-9	0%
Cn1nc(C(C)(C)C)cc1C(=O)N1CCCCC1c1cc(C(=O)Nc2ccccc2)no1 (stereo not drawn)	-2	6%
C[C@H](NC(=O)[C@@H]1CCCN1C(=O)[C@@H]1CCCN1C(=O)c1cccc2ccccc12)c1ccccc1	3	1%
Cc1ccc(F)c(S(=O)(=O)NC(=O)C2(C)CCN2C(=O)Cc2ccc(-c3ccccc3)cc2)c1 (stereo not drawn)	-5	12%
COCCCN1C(=O)C(CC(=O)NC2CC2)CC(C(=O)N2CCOCC2)=C1C (stereo not drawn)	0	-3%
COC(=O)CCCn1cc(CN2CC(N3CCCCC3)CS2(=O)=O)nn1 (stereo not drawn)	-4	-1%
CCc1nc2c(OCc3ccc(C#N)cc3)cccn2c1N(C)C(=O)c1ccco1	1	1%
CC1(C)CC(NCc2ccccc2)=CC(=S)N1	-1	24%
O=C(NC(c1ccc(Cl)cc1)c1ccccn1)C1CCN(CCOc2ccc(Cl)cc2Cl)CC1 (stereo not drawn)	4	2%
COC(=O)CCCC[C@@H]1O[C@H](CCc2ccccc2)CC2=C1C(=O)OC(C)(C)O2	-3	-16%
O=C(Nc1nnc([C@H]2C[C@H](O)[C@@H](CO)O2)s1)Nc1ccccc1F	-2	1%
O=C(NCCN1CCC(n2c(=O)[nH]c3ccccc32)CC1)c1ccc(Cl)cc1	-5	-3%
O=C(NCc1ccccc1)c1cc(C2CCCCN2C(=O)CCc2ccccc2)on1 (stereo not drawn)	2	-3%
COC[C@H]1CCCN1c1ccc2c(c1)O[C@H](COCc1ccccc1)CN([C@H](C)c1ccccc1)S2(=O)=O	-3	-10%
CC1=C(C(=O)N2CCCCCC2)CC(CC(=O)NCCc2ccccn2)C(=O)N1Cc1ccc(C(C)(C)C)cc1 (stereo not drawn)	0	-17%
CC1(C(=O)NS(=O)(=O)Cc2cccc(Cl)c2)CCN1C(=O)c1ccc(C2CCCCC2)cc1 (stereo not drawn)	-2	6%
CC(=O)Nc1ccc(-c2ccnc3c2CC(C)(C(=O)NCCc2ccccc2)O3)cc1 (stereo not drawn)	-4	-6%
O=C(Nc1ccc(Cl)cc1)C1Cc2c(-c3ccccc3Oc3ccccc3)ccnc2O1 (stereo not drawn)	0	-3%
NC(COCc1ccccc1)c1csc(NC(=O)Nc2cccc(Cl)c2)n1 (stereo not drawn)	-1	10%
Cc1ccc2nc(-c3ccco3)c(CC(C)(C)C)n2c1	-3	3%
Fc1cccc(Cc2c(-c3ccccc3)nc3c4ccccc4ccn23)c1	-3	-23%
CC1(C(=O)NS(=O)(=O)c2ccc(Cl)cc2)CCN1C(=O)C1CC1 (stereo not drawn)	5	7%
CCCC(=O)N1CCC1(C)C(=O)Nc1ccc(OC)c(OC)c1 (stereo not drawn)	-3	0%
CC1(C(=O)NS(=O)(=O)c2cccs2)CCN1C(=O)c1ccccc1CCc1ccccc1 (stereo not drawn)	-4	13%
CCc1nc2ccc(C(=O)Nc3ccc(NC(C)=O)cc3)cn2c1N(C)CCCc1ccccc1	5	4%
CNc1ncnc2c1ncn2[C@H]1CN(Cc2ccncc2)C[C@@H](CO)O1	-4	0%
CC(C)C(N)c1csc(Nc2ccc(C(=O)N(C)Cc3ccccc3)cn2)n1 (stereo not drawn)	-1	14%
CC1(C(=O)NCc2cccs2)CCN1CCc1ccccc1 (stereo not drawn)	4	-21%
O=C(O)C1CCCCN1c1ccccc1[N+](=O)[O-] (stereo not drawn)	-6	13%
COCCNC(=S)N1CCC2CC1c1cc(-c3ccc4c(c3)OCO4)ccc12 (stereo not drawn)	-1	2%
O=C(NCc1cccc(C(F)(F)F)c1)c1c[nH]c(=O)s1	3	5%
CCc1nc2c(OCC(=O)C(C)(C)C)cccn2c1N(C)C(=O)Nc1ccccc1OC	5	2%
CC(=O)C1=CCC(c2ccccc2Cl)N(S(=O)(=O)c2ccc(C)cc2)C1 (stereo not drawn)	7	-2%
OCc1cccc(-c2csc(C(O)c3ccco3)n2)c1 (stereo not drawn)	-5	-1%
CC1(C(=O)NS(=O)(=O)c2ccc(Br)cc2)CCN1C(=O)c1cccc(F)c1 (stereo not drawn)	-1	-7%
O=C1C=C(O)CC2(CCCCC2)C1	-1	7%
COc1ccc(S(=O)(=O)NC(=O)C2(C)CCN2C(=O)C2(c3ccccc3)CCCC2)cc1 (stereo not drawn)	-1	-2%
CCCCNC(=O)C1c2ccccc2OCC(=O)N1Cc1ccccc1 (stereo not drawn)	-3	3%
COc1ccc(CN2C(=O)C(CC(=O)NC3CC3)CC(C(=O)N3CCOCC3)=C2C)cc1 (stereo not drawn)	-1	2%
COc1cccc(NC(=O)C2(C)CCN2Cc2ccccc2OC(F)F)c1 (stereo not drawn)	1	15%
CCOC(=O)[C@]12CCC=C1N(Cc1ccc(Cl)cc1Cl)C(=O)[C@H](CC(=O)N1CCOCC1)C2	4	2%
CCc1ccccc1Oc1nc(NCc2ccccc2)nc2ccsc12	-1	2%
CCCCN1CC(N2CCN(CCN(C)C)CC2)CS1(=O)=O (stereo not drawn)	-3	3%
CCCNC(=O)C1(C)CCCN(Cc2c(C)nn(-c3ccccc3)c2C)C1 (stereo not drawn)	0	0%
COCCNC(=O)C1(C)CCN(Cc2ccc(C(C)C)cc2)C1 (stereo not drawn)	4	-1%
CCOC(=O)C1=CCN(S(=O)(=O)c2ccc(F)cc2)C1c1cccc(C)c1 (stereo not drawn)	-1	0%
Cc1ccc(CN2CCN(C(=O)/C=C/[C@H]3O[C@@H](n4cc(C)c(=O)[nH]c4=O)C[C@@H]3O)CC2)cc1	-1	-9%
CC(=O)Nc1cc(-c2ccc(C(=O)N3CCOCC3)cc2)cn2c(-c3ccc(F)cc3)cnc12	-3	3%
OC(c1cccnc1)c1nc(-c2ccc3c(c2)OCO3)cs1 (stereo not drawn)	-4	-4%
Remaining list, next part.
SMILES	PI4K2A block	GLS inhibitor
COc1ccc(NC(=O)C2Cc3c(-c4ccccc4Oc4ccccc4)ccnc3O2)cc1 (stereo not drawn)	-1	-3%
Cc1ccccc1-c1cc2nc(NCc3ccc4occc4c3)n(C)c(=O)c2s1	-5	1%
OC(c1cccc(Cl)c1)c1nc(-c2cccc3cccnc23)cs1 (stereo not drawn)	7	-10%
OC[C@@H]1CN(Cc2ccncc2)C[C@H](n2cnc3c(N4CCN(c5ccccc5)CC4)ncnc32)O1	-1	23%
COc1ccc(OCCN2CCC(C(=O)NC(C)c3cccc4ccccc34)CC2)cc1 (stereo not drawn)	-1	7%
O=C1NC[C@@H](Cc2ccc(O)cc2)N(CCCCC2CCCCC2)C1=O	-1	0%
Cc1cc(C)cc(Cn2c3ccc(NC(=O)NCc4ccccc4)cc3c(=O)n2C)c1	2	8%
C=C1C[C@@H]2C[C@@H]2CN(S(=O)(=O)c2ccc(C)cc2)[C@@H]1COCc1ccccc1	-4	-3%
OCc1ccc(-c2cccc3nccn23)cc1	-1	0%
COc1ccc(S(=O)(=O)NC(=O)C2(C)CCN2C(=O)C2CC2)cc1 (stereo not drawn)	6	0%
OC(c1ccccc1)c1nc(-c2cc3ccccc3o2)cs1 (stereo not drawn)	-2	2%
Cc1cccc(C)c1-n1nnnc1C1c2ccccc2C(=O)N1C1CC1 (stereo not drawn)	8	0%
CSCCC(C(=O)Nc1c(C)cccc1C)N1CCN(c2ccc(F)cc2)CC1 (stereo not drawn)	-1	25%
NC(c1ccccc1)c1csc(NC(=O)Nc2cccc(Cl)c2)n1 (stereo not drawn)	-3	3%
O=C(NCc1ccccn1)[C@@H]1CCCN1C(=O)[C@@H]1CCCN1	4	-8%
O=C(NC(c1ccc(F)cc1)c1cnccn1)C1CCN(CCOc2ccc(Cl)cc2Cl)CC1 (stereo not drawn)	3	9%
COc1cccc(-c2cccc(-c3nc(C(=O)Nc4ccc(-c5ccccc5)cc4)cc4c3[C@H](CCO)N(S(=O)C(C)(C)C)C4)c2)c1 (stereo partly drawn)	2	8%
CC(C)(C(=O)N1CCC1(C)C(=O)Nc1ccccc1Br)c1ccccc1 (stereo not drawn)	0	5%
CCOC(=O)[C@]12CCC=C1N(Cc1cccc3ccccc13)C(=O)[C@H](CC(=O)NCc1cccs1)C2	1	4%
CC1(Cc2ccc(F)cc2)C(=O)Nc2ccc(-c3cccnc3)cc21 (stereo not drawn)	2	-6%
O=C(c1[nH]c(C(F)(F)F)nc1-c1ccccc1)N1CCN(c2cccc(C(F)(F)F)n2)CC1	-4	5%
Cc1ccccc1-c1cc2nc(Nc3ccc(F)cc3)n(C)c(=O)c2s1	0	4%
Cc1nc2ccc(NC(=O)C3(C)CCCN(C(C)C)C3)cc2o1 (stereo not drawn)	0	14%
O=C(Cn1cc(COc2ccc3ccccc3c2)nn1)NS(=O)(=O)c1cccc(OC(F)F)c1	-4	18%
COC(=O)[C@]12CCCCC=C1N(Cc1ccco1)C(=O)[C@H](CC(=O)N1CCSCC1)C2	-8	-1%
O=C(Nc1cccc(C(F)(F)F)c1)C1Cc2c(-c3ccco3)ccnc2O1 (stereo not drawn)	9	-12%
OC[C@@H]1CN(Cc2ccc(F)cc2)C[C@H](n2cnc3c(NCc4ccco4)ncnc32)O1	-2	1%
CCNC(=O)C1(C)CCN(C(=O)c2ccc(C)c(F)c2)C1 (stereo not drawn)	-5	9%
COC(=O)c1ccc2nc(-c3ccc(C)cc3)c(Cc3ccsc3)n2c1	-6	-4%
O=C1NC[C@H](CCCCN2CCN(CCc3ccc(O)cc3)C(=O)C2=O)N(CCC2CCCCC2)C1=O	1	2%
COC(=O)c1ccc(Cn2c(C)c(C(=O)NCc3ccco3)sc2=O)o1	1	11%
O=C(Nc1ccccc1)c1cc(C2CCCN(C(=O)C3CC3)C2)on1 (stereo not drawn)	-26	9%
